CHT allo act: human CHT allosteric activation | Q9GZV3 | CHT-expressing cells, membrane potential dye, choline EC20; stronger effect = higher value; LV-AA mutant CHT in HEK293 cells | B-score at 10 µM | hit rate 0.49% among 310,000 | AID 488977;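 active means initial fluorescence not abnormally high and integrated response B-score, plate-corrected, over 3 SD above library mean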
Target sequence (Q9GZV3 whole entry, looked up): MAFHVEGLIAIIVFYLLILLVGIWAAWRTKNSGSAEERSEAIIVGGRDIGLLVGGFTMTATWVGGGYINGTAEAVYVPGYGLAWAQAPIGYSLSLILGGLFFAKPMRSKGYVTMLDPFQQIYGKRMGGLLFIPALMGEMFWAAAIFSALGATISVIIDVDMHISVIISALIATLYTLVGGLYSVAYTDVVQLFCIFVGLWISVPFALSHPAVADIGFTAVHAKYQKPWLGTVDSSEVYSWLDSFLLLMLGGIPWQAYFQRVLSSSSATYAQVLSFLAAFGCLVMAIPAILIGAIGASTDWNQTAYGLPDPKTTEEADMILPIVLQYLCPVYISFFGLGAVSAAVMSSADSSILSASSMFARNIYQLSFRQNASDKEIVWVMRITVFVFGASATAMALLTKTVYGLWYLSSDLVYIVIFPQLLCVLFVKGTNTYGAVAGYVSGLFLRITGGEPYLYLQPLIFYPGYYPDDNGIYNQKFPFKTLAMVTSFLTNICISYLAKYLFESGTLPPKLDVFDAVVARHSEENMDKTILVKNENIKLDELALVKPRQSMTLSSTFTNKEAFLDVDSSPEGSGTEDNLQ
CHT inh: inhibitors of human choline transporter CHT. B-score at 10 µM. CHT-expressing cells, membrane potential dye, choline response; stronger effect = lower value. Q9GZV3. AID 488975. hit rate 0.86% among 310,000;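 active means B-score over 3 SD under the library average, and starting fluorescence ratio not unusually high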;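 further: choline stimulus applied at its EC90 after an EC20 pre-addition; B-score computed on integrated fluorescence ratio after choline addition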
* hit, by the source's call. The order is random, and some 1.5% of all compounds hit somewhere here.

How did CSc1ccc(/C=C2/C(=N)N3N=C(CC(=O)N4CCCC4)SC3=NC2=O)cc1 do in these assays?
CHT allo act: inactive; CHT inh: inactive

How did CCOC(=O)c1ccccc1NC(=O)CN1C(=O)c2ccccc2S1(=O)=O do in these assays?
CHT allo act: inactive; CHT inh: inactive

How did COCCn1c(C)cc(C(=O)COC(=O)c2ccc(Br)o2)c1C do in these assays?
CHT allo act: inactive; CHT inh: inactive

How did CC(Sc1ccc(Cl)cc1)C(=O)Nc1ccccc1-c1ccccc1 (stereo unspecified) do in these assays?
CHT allo act: 7*; CHT inh: inactive

Results for O=C(NCCc1ccccc1)C(=O)NCC1OCCN1S(=O)(=O)c1ccc2c(c1)OCCO2 (stereo unspecified) ?
CHT allo act: inactive; CHT inh: inactive

Results for COc1ccccc1NS(=O)(=O)c1ccc(Cl)c(NC(=S)NC(=O)C2CCCC2)c1 ?
CHT allo act: inactive; CHT inh: inactive

How did COc1cc(C)c(C(=O)Oc2cc(C)c(C(=O)O)c(O)c2)c(O)c1 do in these assays?
CHT allo act: inactive; CHT inh: inactive

What do the screens show for `O=C1COc2ccc(N3C(=O)c4ccccc4C3=O)cc2N1`?
CHT allo act: inactive; CHT inh: inactive

What do the screens show for `Cc1cc(NC(=O)c2cccc(F)c2)no1`?
CHT allo act: inactive; CHT inh: inactive

How did CCC(C)C(=O)Nn1c(C2CC2)nc2cc(OC)c(OC)cc2c1=O (stereo unspecified) do in these assays?
CHT allo act: inactive; CHT inh: inactive

Results for Nc1nc(NC(=O)/C=C\C(=O)O)nn1-c1ccccc1 ?
CHT allo act: inactive; CHT inh: inactive

Results for Cc1nc(N2CCN(Cc3nc4ccccc4[nH]3)CC2)c2oc3ccccc3c2n1 ?
CHT allo act: inactive; CHT inh: inactive

Results for O=C(NC1CCCCC1)c1cc2nc3c(c(C(F)(F)F)n2n1)CCCC3 ?
CHT allo act: inactive; CHT inh: inactive

How did Cc1ccc(OCC(=O)Nc2cc(S(=O)(=O)N3CCCCC3)ccc2C)c([N+](=O)[O-])n1 do in these assays?
CHT allo act: inactive; CHT inh: inactive

How did CCc1ccc(S(=O)(=O)Nc2ccc(O)c3ccccc23)cc1 do in these assays?
CHT allo act: inactive; CHT inh: inactive

How did CCN(CC)c1ccc(-c2c(C#N)c(N)nc(OC)c2C#N)cc1 do in these assays?
CHT allo act: inactive; CHT inh: inactive

Results for N#Cc1nc(COc2ccc(Cl)cc2)oc1N1CCCC1 ?
CHT allo act: inactive; CHT inh: inactive

What do the screens show for `COc1ccc(-n2ncc3c(NCCCn4ccnc4)ncnc32)cc1`?
CHT allo act: inactive; CHT inh: inactive

Results for Cc1cc(O)cc(C)c1Cl ?
CHT allo act: inactive; CHT inh: inactive

What do the screens show for `O=C(Nc1ccccc1Cl)c1ccccc1`?
CHT allo act: inactive; CHT inh: inactive

How did Cc1cc(NC(=O)C2C3C=CC(C3)C2C(=O)O)no1 (stereo unspecified) do in these assays?
CHT allo act: inactive; CHT inh: inactive

How did Cc1ccc2[nH]c3c(c2c1)CN(C)CC3 do in these assays?
CHT allo act: inactive; CHT inh: inactive

Results for CCCCCC(=O)Nc1nnn(CCC)n1 ?
CHT allo act: inactive; CHT inh: inactive

What do the screens show for `COc1cc(/C=C/C(=O)O)cc(S(=O)(=O)N2CCCc3ccccc32)c1OC`?
CHT allo act: inactive; CHT inh: inactive

Results for Cc1ccc(OCCSc2cc(C)nc(N)n2)cc1 ?
CHT allo act: inactive; CHT inh: inactive

How did CC(C)(C)NC[C@H](O)COc1nsnc1N1CCOCC1 do in these assays?
CHT allo act: inactive; CHT inh: inactive

How did COc1ccccc1OCCNC(=O)c1cc(=O)[nH]c2ccccc12 do in these assays?
CHT allo act: inactive; CHT inh: inactive

Results for CCOC(=O)C1CCN(S(=O)(=O)c2ccc3c(c2)N(C(C)=O)CCO3)CC1 ?
CHT allo act: inactive; CHT inh: inactive

Results for O=c1[nH]nc(Cc2ccc(Cl)cc2)c2ccccc12 ?
CHT allo act: inactive; CHT inh: inactive

How did CC(=O)c1cc(CN2CCC(C(=O)Nc3cccc(-c4cscn4)c3)CC2)cs1 do in these assays?
CHT allo act: inactive; CHT inh: inactive

Results for CSCCC(NS(=O)(=O)c1ccc2c(c1)oc(=O)n2C)C(=O)NC1CCCc2ccccc21 (stereo unspecified) ?
CHT allo act: inactive; CHT inh: inactive

What do the screens show for `CC(C)NC(=O)COC(=O)c1cc(Br)ccc1Cl`?
CHT allo act: inactive; CHT inh: inactive

What do the screens show for `COc1cccc(C(=O)NC2CC3CCC(C2)N3Cc2ccccc2)c1` (stereo unspecified)?
CHT allo act: inactive; CHT inh: inactive

Results for COc1ccccc1N1CCN(C(=O)CNC(=O)c2ccc(Cl)cc2Cl)CC1 ?
CHT allo act: inactive; CHT inh: inactive

Results for COc1ccccc1OCCCCOc1ccccc1C(C)=O ?
CHT allo act: inactive; CHT inh: inactive

How did COCCSc1ccccc1C(=O)NCc1ccc(S(N)(=O)=O)cc1 do in these assays?
CHT allo act: inactive; CHT inh: inactive

How did O=C(O)c1cn(-c2ccccc2)nc1-c1ccncc1 do in these assays?
CHT allo act: inactive; CHT inh: inactive

What do the screens show for `CC(=O)Nc1ccc2c(c1)n(C)c(=O)n2C`?
CHT allo act: inactive; CHT inh: inactive

What do the screens show for `O=C1N(c2ccc(Cl)cc2)C(c2ccccc2)N2CCCN12` (stereo unspecified)?
CHT allo act: inactive; CHT inh: inactive

Results for CC(C)(C)NC(=O)C(c1ccncc1)N(C(=O)Cn1nnc(-c2ccc(F)cc2)n1)c1cccc(F)c1 (stereo unspecified) ?
CHT allo act: inactive; CHT inh: inactive

How did COc1ccc(OC)c(NC(=O)c2ccccc2NS(=O)(=O)c2cccc3cccnc23)c1 do in these assays?
CHT allo act: inactive; CHT inh: inactive

Results for CCOc1cc(/C=C2/NC(=O)N(CC(=O)Nc3cccc(C)c3)C2=O)ccc1O ?
CHT allo act: inactive; CHT inh: inactive

Results for c1ccc2c(c1)nc(NC1CCCCC1)c1nncn12 ?
CHT allo act: inactive; CHT inh: inactive

How did O=C(Nc1ccccc1C(=O)N1CCCC1)C1CCN(c2ncccn2)CC1 do in these assays?
CHT allo act: inactive; CHT inh: inactive

Results for Oc1ccc(Cl)cc1C=Nc1ccc2c3c(cccc13)CC2 ?
CHT allo act: inactive; CHT inh: inactive

How did COc1ccc(-c2noc(CNS(=O)(=O)c3ccc(NC(C)=O)cc3)n2)cc1 do in these assays?
CHT allo act: inactive; CHT inh: inactive

Results for CSc1nc(Cl)c(Cc2ccc(OCC(C)C)cc2)c(N2CCOCC2)n1 ?
CHT allo act: inactive; CHT inh: inactive

What do the screens show for `CCOC(=O)c1cccc(NC(=O)C2CCCO2)c1` (stereo unspecified)?
CHT allo act: inactive; CHT inh: inactive

How did O=S(=O)(c1ccccc1)N(Cc1cccc(F)c1)c1ccccc1 do in these assays?
CHT allo act: inactive; CHT inh: inactive

Results for CC1(C)SC2c3ccccc3C(=O)N2[C@@H]1C(=O)O (stereo partly specified) ?
CHT allo act: inactive; CHT inh: inactive

How did CCn1c(=S)sc2c(=O)n(CC(=O)Nc3cc(OC)ccc3OC)c(C)nc21 do in these assays?
CHT allo act: inactive; CHT inh: inactive

What do the screens show for `COC(=O)CCC(=O)N1CCC(CCC(=O)NCc2ccc(F)cc2)CC1`?
CHT allo act: inactive; CHT inh: inactive

How did CS(=O)(=O)Cc1ccc(C(=O)N2CCCC2c2cccs2)cc1 (stereo unspecified) do in these assays?
CHT allo act: inactive; CHT inh: inactive

How did O=C1C2CC=CCC2C(=O)N1c1ccc(NCCc2ccc(Cl)cc2)c([N+](=O)[O-])c1 (stereo unspecified) do in these assays?
CHT allo act: inactive; CHT inh: inactive

Results for CN(CC(=O)Nc1ccccc1C(F)(F)F)C(=O)C1CCN(S(=O)(=O)c2ccc3c(c2)OCCO3)CC1 ?
CHT allo act: inactive; CHT inh: inactive

How did COc1ccc(-n2c(C)cc(=O)[nH]c2=O)cc1 do in these assays?
CHT allo act: inactive; CHT inh: inactive

Results for O=C(CSc1ccc(-c2ccccn2)nn1)Nc1ccc(F)cc1F ?
CHT allo act: inactive; CHT inh: inactive

How did NNC(=O)c1cc2ccccc2cc1NS(=O)(=O)c1ccccc1 do in these assays?
CHT allo act: inactive; CHT inh: inactive

How did Cc1nn(-c2ccccc2)c(Cl)c1/C=C1\SC(=S)N(C)C1=O do in these assays?
CHT allo act: inactive; CHT inh: inactive

How did NC(=O)c1ccc(NC(=O)C2CCCC2)cc1 do in these assays?
CHT allo act: inactive; CHT inh: inactive

What do the screens show for `N#CC1=C(N)Oc2n[nH]c(-c3ccncc3)c2C1c1ccsc1` (stereo unspecified)?
CHT allo act: inactive; CHT inh: inactive

What do the screens show for `CC1CCCCN1C(=O)Nc1cccc(Cl)c1` (stereo unspecified)?
CHT allo act: inactive; CHT inh: inactive

Results for CN1N=C(c2ccc(Cl)cc2)CC(c2ccc(Cl)cc2)C1=O (stereo unspecified) ?
CHT allo act: inactive; CHT inh: inactive

Results for CC(=O)Oc1ccc(-c2cccc(C(=O)OCC(=O)Nc3ccccc3Oc3ccccc3)c2)cc1 ?
CHT allo act: inactive; CHT inh: inactive

What do the screens show for `O=C(COC(=O)c1c2c(nc3ccccc13)/C(=C/c1cccc([N+](=O)[O-])c1)CCC2)NC1CCS(=O)(=O)C1` (stereo unspecified)?
CHT allo act: inactive; CHT inh: inactive

What do the screens show for `Cc1ccc(C)c(NC(=O)CSc2nc3ccc(N4C(=O)c5ccccc5C4=O)cc3s2)c1`?
CHT allo act: inactive; CHT inh: inactive

How did COc1cnn(-c2ccccc2)c(=O)c1SCc1ccc(Cl)cc1Cl do in these assays?
CHT allo act: inactive; CHT inh: inactive

Results for CC(C)N1CC(O)=C(c2nc3ccccc3[nH]2)C1=N ?
CHT allo act: inactive; CHT inh: inactive

Results for O=C1C2C3CCC(C3)C2C(=O)N1Cc1ccco1 (stereo unspecified) ?
CHT allo act: inactive; CHT inh: inactive

Results for Cc1noc(C)c1COC(=O)Cc1ccc(Cl)c(Cl)c1 ?
CHT allo act: inactive; CHT inh: inactive

How did Cc1ccc(-n2nnc(-c3nccn3C)n2)cc1 do in these assays?
CHT allo act: inactive; CHT inh: inactive

What do the screens show for `O=C(CSc1ccc(-c2ccc(F)cc2)nn1)NCc1ccco1`?
CHT allo act: inactive; CHT inh: inactive

What do the screens show for `CCOc1ccc(C(=O)C(C)OC(=O)C2CCN(c3ccc(C(F)(F)F)cn3)CC2)cc1` (stereo unspecified)?
CHT allo act: inactive; CHT inh: inactive

How did O=C(CSc1nn(-c2ccccc2)c(=S)s1)NC1CCS(=O)(=O)C1 (stereo unspecified) do in these assays?
CHT allo act: inactive; CHT inh: inactive

How did O=[N+]([O-])c1ccc(NC(=S)N2CCc3ccccc32)cc1 do in these assays?
CHT allo act: inactive; CHT inh: inactive

Results for CCN(CC(=O)N1CCOCC1)S(=O)(=O)c1cc(Cl)ccc1Cl ?
CHT allo act: inactive; CHT inh: inactive

What do the screens show for `CCC(=O)Nc1ccc(N2CCN(S(C)(=O)=O)CC2)cc1`?
CHT allo act: inactive; CHT inh: inactive

What do the screens show for `COc1ccc(C(=O)c2cnc[nH]2)cc1OC`?
CHT allo act: inactive; CHT inh: inactive

What do the screens show for `O=C(COC(=O)c1cnc(Cl)c(Cl)c1)NCc1cccs1`?
CHT allo act: inactive; CHT inh: inactive

Results for O=C(CSc1ncnc2ccccc12)Nc1cccc(S(=O)(=O)N2CCOCC2)c1 ?
CHT allo act: inactive; CHT inh: inactive

What do the screens show for `CC(C)CCSc1nc(N)c(C#N)cc1C#N`?
CHT allo act: inactive; CHT inh: inactive

What do the screens show for `O=C(Cc1coc2ccc3ccccc3c12)NCc1ccccc1`?
CHT allo act: inactive; CHT inh: inactive

What do the screens show for `COC(=O)CC(NS(=O)(=O)c1cccs1)c1cccc2ccccc12` (stereo unspecified)?
CHT allo act: inactive; CHT inh: inactive

How did CN(C)c1ccc(C=NCC2COc3ccccc3O2)cc1 (stereo unspecified) do in these assays?
CHT allo act: inactive; CHT inh: inactive

At a glance, part of the list above.
How did Cc1ccc(-n2nnc(-c3nccn3C)n2)cc1 do in these assays?
CHT allo act: inactive; CHT inh: inactive

What do the screens show for `O=C(CSc1ccc(-c2ccc(F)cc2)nn1)NCc1ccco1`?
CHT allo act: inactive; CHT inh: inactive

What do the screens show for `CCOc1ccc(C(=O)C(C)OC(=O)C2CCN(c3ccc(C(F)(F)F)cn3)CC2)cc1` (stereo unspecified)?
CHT allo act: inactive; CHT inh: inactive

How did O=C(CSc1nn(-c2ccccc2)c(=S)s1)NC1CCS(=O)(=O)C1 (stereo unspecified) do in these assays?
CHT allo act: inactive; CHT inh: inactive

How did O=[N+]([O-])c1ccc(NC(=S)N2CCc3ccccc32)cc1 do in these assays?
CHT allo act: inactive; CHT inh: inactive

Results for CCN(CC(=O)N1CCOCC1)S(=O)(=O)c1cc(Cl)ccc1Cl ?
CHT allo act: inactive; CHT inh: inactive

What do the screens show for `CCC(=O)Nc1ccc(N2CCN(S(C)(=O)=O)CC2)cc1`?
CHT allo act: inactive; CHT inh: inactive

What do the screens show for `COc1ccc(C(=O)c2cnc[nH]2)cc1OC`?
CHT allo act: inactive; CHT inh: inactive

What do the screens show for `O=C(COC(=O)c1cnc(Cl)c(Cl)c1)NCc1cccs1`?
CHT allo act: inactive; CHT inh: inactive

Results for O=C(CSc1ncnc2ccccc12)Nc1cccc(S(=O)(=O)N2CCOCC2)c1 ?
CHT allo act: inactive; CHT inh: inactive

What do the screens show for `CC(C)CCSc1nc(N)c(C#N)cc1C#N`?
CHT allo act: inactive; CHT inh: inactive

Next entries:
How did O=C(Nc1cccnc1)c1ccccc1Oc1ccccc1 do in these assays?
CHT allo act: inactive; CHT inh: inactive

Results for CCCc1[nH]n(-c2ccc(F)cc2)c(=O)c1C=Nc1cccc(F)c1 ?
CHT allo act: inactive; CHT inh: inactive

How did C=CCOc1ccccc1/C=N/O do in these assays?
CHT allo act: inactive; CHT inh: inactive

Results for COCCNC(=S)N/N=C(\C)c1ccccc1O ?
CHT allo act: inactive; CHT inh: inactive

Source: PubChem (Johns Hopkins Ion Channel Center)
